TRPN1 ag: activates the zebrafish TRPN1 channel; activation, % at 3 µM; 0.18% of 220,000 active; HEK293 zebrafish TRPN1-YFP, Fluo-8 calcium fluorescence; 100% = response to 87 µM carbachol; AID 1424;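 active means activation above its plate's cutoff, the mean activation of test wells on that plate plus 3 SD, cut at about 19% in these data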;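 further: 0% = DMSO alone and 100% = 87 µM carbachol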
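Control set: carbachol 87 µM as high control, DMSO as low control; system: HEK293 stable line with zebrafish TRPN1-YFP; read-out: % activation versus carbachol response; detection: intracellular calcium fluorescence with Fluo-8; doses: single test compound dose, 3 µM nominal, 0.3% DMSO; schedule: dye 1 h 37 °C plus 30 min RT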
EBV gp42 inh: inhibitors of Epstein-Barr virus glycoprotein 42; Q1HVG2; Fluorescence polarization binding assay, mP read-out; inhibition, % (tested at 21.74 µM); 0.42% of 220,000 active; in the data active means inhibition above about 50%
Target sequence (Q1HVG2 whole entry, looked up): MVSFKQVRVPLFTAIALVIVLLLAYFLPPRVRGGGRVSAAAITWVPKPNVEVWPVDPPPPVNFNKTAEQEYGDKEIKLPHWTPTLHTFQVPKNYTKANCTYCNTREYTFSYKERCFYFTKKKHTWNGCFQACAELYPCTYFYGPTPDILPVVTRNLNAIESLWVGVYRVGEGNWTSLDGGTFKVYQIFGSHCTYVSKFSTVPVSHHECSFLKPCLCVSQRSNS
Cl transport mod: KCC2 (human) Cl- transport modulation; KCC2 cells, thallium flux FluoZin-2 fluorescence; B-score of Tl+ flux slope (higher = more flux/activation; lower = inhibition) at 10 µM; 2.2% of 190,000 active; AID 1456;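 active means thallium flux slope and its plate-corrected score both differing from the plate sample mean at a set confidence after two filtering rounds, in either direction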;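 further: slope of fluorescence scaled to starting intensity during 10 to 20 s after thallium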
PPC-1+TRAIL kill: PPC-1 cancer cell killing with TRAIL present; PPC-1 cells + TRAIL, ATPLite viability luminescence; 0.41% of 220,000 active; cell killing (% activity), % at 4 µM;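 active means cell killing above 50% in the first pass at 4 µM, then a duplicate retest at 5 µM averaging 50% or more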;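 further: plate controls were cells with TRAIL plus DMSO for no effect and medium-only wells lacking cells for full effect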
thrombin 1536: thrombin (human) inhibition; 0.26% of 220,000 active; alpha-thrombin, Boc-VPR-AMC fluorogenic substrate cleavage; inhibition, % at 5 µM; AID 1046; P00734;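 active means inhibition at or above 40%; inactive means inhibition below 40%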;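 further: 0% = enzyme with no compound and 100% = wells without enzyme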
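System – human alpha-thrombin protein · Reagent – Boc-VPR-AMC substrate, 15 µM final · Compound – 5 µM single dose in 0.2% DMSO · Schedule – reaction at room temperature · Technique – AMC fluorescence at 355 nm excitation and 460 nm emission · Read-out basis – % inhibition relative to enzyme controls and enzyme-free blanks · Control set – no-compound enzyme wells and no-enzyme blanks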
Tb hexokinase: T. brucei hexokinase 1 inhibition; 0.11% of 220,000 active; inhibition, % at 10 µM; AID 1430; recombinant TbHK1, G6PDH-coupled NADH A340;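 active means inhibition of 50% or more in the single-dose primary screen; inactive means inhibition below 50%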
Furin inh: human furin inhibition | purified furin, fluorogenic substrate cleavage | inhibition, % at 30 µM | 0.061% of 220,000 active; in the data active means inhibition above about 25%; further: inactives centre near -15
Target sequence (P09958 108-714 limits assumed): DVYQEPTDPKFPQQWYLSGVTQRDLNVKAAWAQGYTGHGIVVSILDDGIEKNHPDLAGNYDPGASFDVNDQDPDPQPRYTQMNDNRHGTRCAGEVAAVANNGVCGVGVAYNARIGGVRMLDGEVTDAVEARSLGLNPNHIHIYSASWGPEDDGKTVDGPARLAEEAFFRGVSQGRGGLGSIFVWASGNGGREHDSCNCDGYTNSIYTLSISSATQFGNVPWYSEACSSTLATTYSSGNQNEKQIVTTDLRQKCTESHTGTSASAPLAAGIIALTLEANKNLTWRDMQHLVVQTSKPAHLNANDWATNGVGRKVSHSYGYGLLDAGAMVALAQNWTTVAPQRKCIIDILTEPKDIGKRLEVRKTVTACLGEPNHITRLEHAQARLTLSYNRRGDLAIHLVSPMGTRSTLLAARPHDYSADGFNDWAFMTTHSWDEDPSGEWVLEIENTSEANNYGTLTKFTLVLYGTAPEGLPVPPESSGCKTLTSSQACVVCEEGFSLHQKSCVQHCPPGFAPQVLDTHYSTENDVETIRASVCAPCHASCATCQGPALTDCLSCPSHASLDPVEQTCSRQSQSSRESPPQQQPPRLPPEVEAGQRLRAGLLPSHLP
TRPML3 agonist: activates the human TRPML3 channel. Q8TDD5. HEK293 TRPML3-YFP, Fluo-8 calcium fluorescence; 100% = the carbachol control signal. activation, % at 3 µM. 0.29% of 220,000 active. AID 1448;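 active means activation above its plate's cutoff, the mean activation of the plate's test wells plus 3 SD, cut at about 12% in these data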;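 further: 0% = DMSO only wells and 100% = carbachol wells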
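Test system: TRPML3-YFP stable HEK293 cells. Doses: single point at 3 µM. Incubation: dye loading 1 h 37 °C then 30 min ambient, 125 s read. Signal: Fluo-8 calcium dye fluorescence, ex 470-495, em 515-575 nm. Measure: percent activation from peak-to-basal fluorescence ratio, scaled between DMSO and carbachol.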
Calpain2 inh: inhibitors of pig calpain II; 0.37% of 220,000 active; purified calpain II, fluorogenic peptide substrate, 30 min; AID 1236; inhibition, % at 16 µM;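 active means inhibition above about 50%, limit read from the data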
Numbers without * were called inactive; i = inactive; x = no result given; [ ] = dose if it differs, or a comment.

SMILES | TRPN1 ag | EBV gp42 inh | Cl transport mod | PPC-1+TRAIL kill | thrombin 1536 | Tb hexokinase | Furin inh | TRPML3 agonist | Calpain2 inh
O=C(Nc1ccc(-c2ccc3nncn3n2)cc1)c1ccc(Br)o1 | 1.4 | -5 | -1.1 | 14 | -10 | -11 | -30 | 0.8 | -286
CC(=O)Nc1cc(C(=O)N(C)Cc2ccco2)ccc1Sc1ccc(C)cc1 | -1.2 | -15 | -0.64 | 16 | -4 | -3 | -23 | 1.7 | 7
CSc1ccc(C#N)cc1NC(=O)c1ccccc1 | 0.4 | -3 | -1.1 | 4 | 2 | 3 | -34 | 0.5 | -23
COc1ccccc1NC(=O)CN(C)S(=O)(=O)c1cc(C)ccc1OC | -0.8 | -4 | -0.56 | -1 | 1 | 20 | -22[20 µM] | -0.2 | -13
COc1ccc(C2=NOC(C(=O)NCc3ccccc3)C2)cc1 (stereo not drawn) | 0.7 | -1 | 1.1 | 5 | -4 | 15 | -8 | 0.5 | 2
COc1ccc(-c2cc(C3CCN(c4cc(Cl)nc(N)n4)CC3)[nH]n2)cc1 | 5.5 | -23 | -0.69 | 18 | 3 | -13 | -20[20 µM] | 0.2 | 0
CCc1ccc(OCC(=O)Nc2cccc3c2CCCC3)cc1 | -0.4 | 0 | 1 | 5 | -6 | 0 | -30 | 0.7 | 10
O=C(O)/C=C/C(=O)N1CCN(C(c2ccccc2)c2ccccc2)CC1 | 0.9 | -3 | 0.64 | 26 | 6 | -10 | -13 | 0.8 | -16
Cn1nc(-c2ccccc2)c(-c2nc(-c3ccccc3Cl)no2)c1Cl | 0.4 | -4 | 0.097 | -6 | -2 | 11 | -15[20 µM] | 0.9 | 1
CCOC(=O)c1ccccc1NC(=S)N1CC(C)CC(C)C1 (stereo not drawn) | -1.6 | -4 | -0.13 | 15 | -3 | 7 | 3 | -1.5 | 20
CCCN(CCC)C(=O)c1ccc2c(c1)OCO2 | -1.2 | 0 | 0.32 | 14 | -5 | -1 | -9[20 µM] | 0.1 | -20
O=C(Nc1ccccc1)O/N=C1/CCCc2occc21 | 0.1 | -14 | -0.18 | -9 | -1 | -5 | -25 | 0.5 | -3
O=C(COC(=O)c1cccnc1Cl)Nc1ncc(Cl)cc1Cl | 2.2 | -1 | 0.0096 | -13 | -10 | 1 | -9 | 0.7 | -13
CC(CCc1ccccc1)NC(=O)COC(=O)C12CC3CC(CC(Br)(C3)C1)C2 (stereo not drawn) | 0.1 | 8 | -2.1 | 15 | -8 | 2 | -7 | -0.1 | 25
Cc1[nH]n(-c2ccc(Cl)cc2)c(=O)c1N=Nc1cccnc1 | -0.2 | -1 | 3.4 | 30 | -2 | -20 | -19 | 0.7 | -9
COCc1c(CCl)cnc(C)c1O | -0.5 | -9 | 0.53 | x | 2 | -17 | -16 | -0.3 | -13
O=S(=O)(NC1c2cccc3cccc(c23)C1N1CCNCC1)c1ccccc1 (stereo not drawn) | 2.7 | 10 | x | 12 | 4 | 1 | -21 | 1.2 | 46
CCN(CC)S(=O)(=O)c1ccc(Nc2cc(C)nc3ncnn23)cc1 | 0.9 | -16 | -0.44 | 8 | -6 | -6 | -23 | 0.4 | -7
CCOC(=O)c1c[nH]c2c(Cl)ccc(Cl)c2c1=O | 0.4 | 0 | 0.31 | 9 | -3 | -15 | -8 | 2.9 | 48
O=C(NCCc1cccs1)C1CC(c2ccccc2[N+](=O)[O-])=NO1 (stereo not drawn) | 0.1 | -7 | -0.68 | 1 | 1 | -1 | -25[20 µM] | -0.5 | 6
Cc1ccc(C2NC(=S)NC3=C2C(=O)CCC3)cc1 (stereo not drawn) | -0.7 | -11 | 1.2 | -20 | -4 | -33 | -27 | 0.7 | -15
CC(C)CC(=O)Nc1nc(=S)ss1 | 0.6 | -20 | -0.022 | 13 | 3 | -21 | -6[20 µM] | 1.6 | 20
O=[N+]([O-])c1cc(/C=N/Nc2nc3ccccc3[nH]2)c(O)cc1O | -1.9 | 22 | -0.78 | 53* | -7 | -23 | -19 | 0.1 | 2
COc1ccccc1N(CC(=O)NCC(C)C)S(=O)(=O)c1cccs1 | -0.2 | -17 | -0.026 | 33 | -10 | 29 | -20 | 0.5 | 3
Cc1cccc(NC(=O)NCC(c2cccnc2)N2CCOCC2)c1 (stereo not drawn) | 0.2 | 0 | x | 8 | -2 | -16 | -21 | 0.2 | -12
O=C(Oc1ccccc1)c1ccc2nsnc2c1 | -0.4 | -13 | -1.1 | 26 | 6 | 5 | -29[20 µM] | -0.1 | -43
CC(/C=C1\SC(=O)N(CC(=O)Nc2ccc(O)cc2)C1=O)=C\c1ccccc1 | 0.4 | 1 | -0.082 | 16 | -3 | -9 | -24 | 0.6 | -3
CC(=O)N1CCC(c2c[nH]c3ccccc23)CC1 | 0.1 | -9 | 0.2 | 5 | 2 | 0 | -15 | 0.8 | -22
CC(C)(C)/C(COc1ccccc1[N+](=O)[O-])=N/O | 0.7 | -17 | -0.42 | 2 | 0 | -4 | -25 | -0.7 | 27
Cc1ccc(S(=O)(=O)NN2Cc3ccccc3C2=N)cc1 | -0.1 | 2 | 0.32 | 5 | x | 1 | -15 | 0.7 | -20
COc1ccc(/C=N/N=C2/CC(C)(C)Cc3n[nH]c(=O)cc32)cc1 | 0.4 | 70* | 0.13 | 19 | -3 | -18 | -18 | 2.0 | -29
C[C@H](NC(=O)c1nc[nH]c1C(=O)NC1CCN(C(=O)OC(C)(C)C)CC1)C(=O)OCc1ccccc1 | -3.3 | -5 | -1.4 | -15 | -1 | -8 | -17 | -0.4 | 5
CCOC(=O)N1CCc2c(sc(N)c2C#N)C1 | -0.2 | -3 | 1.3 | 0 | -10 | 7 | -19 | 0.1 | 2
CCOC(=O)C1=CN(CC2CCCO2)C=C(C(=O)OCC)C1c1ccccc1C(F)(F)F (stereo not drawn) | -0.7 | 15 | -1.6 | 29 | -3 | 3 | -38 | 0.6 | i
O=C(/C=C\Nc1ccccn1)c1ccc(Cl)cc1 | -0.3 | -15 | x | 71* | -2 | -4 | -16 | 0.5 | -12
CC(C)c1ccccc1NC(=O)COC(=O)COc1ccccc1[N+](=O)[O-] | -0.5 | -11 | -1.9 | 11 | 26 | 7 | -9 | -0.1 | 25
CCCn1cnc2scc(-c3ccc(C)cc3)c2c1=O | -2.1 | -8 | -0.84 | 11 | -7 | 4 | -18 | -0.2 | 8
Cc1ccsc1/C=N/NC(=O)CC(=O)NCC(C)C | 1.0 | 3 | -0.32 | 12 | 4 | -10 | -16 | 1.1 | -36
COC(=O)Cc1c(O)ccn(Cc2ccc(Cl)c(Cl)c2)c1=O | 0.7 | 0 | 0.34 | 4 | 0 | -5 | -13 | 0.9 | -1
CC(=O)N(C(C)=O)C1=C(C#N)C2(CCCCC2)Cc2ccccc21 | -2.6 | -21 | -0.79 | -10 | 0 | -6 | -23[20 µM] | 0.4 | -8
CCOc1ccccc1NC(=O)NCc1ccc(F)cc1 | -1.0 | 0 | 0.089 | -6 | 6 | -1 | -21 | 0.3 | 1
Cc1cc(Br)ccc1NC(=O)c1cnc(N2CCN(c3ccccn3)CC2)c2ccccc12 | 0.6 | -4 | 0.11 | x | -2 | -9 | -12 | 0.2 | i
O=C(NNC(=S)NC(=O)c1ccccc1[N+](=O)[O-])c1ccccc1Cl | -2.3 | -4 | 0.11 | 6 | -8 | 17 | -14 | 0.2 | -2
COc1cccc(-n2ccnc2SCC(=O)N2CCc3ccccc32)c1 | -1.0 | -3 | -0.7 | -4 | 1 | 3 | -24[20 µM] | 1.5 | 2
CSCCC(NC(=O)c1ccccc1)C(=O)Nc1ccc(C)cc1 (stereo not drawn) | 0.9 | 9 | 0.0031 | -3 | 16 | 29 | -2 | 0.4 | 26
CCOc1ccc(/C=C2\N=C(c3cccs3)OC2=O)cc1OC | -0.5 | -142 | 1.3 | -1 | -3 | -9 | -19 | 0.9 | 6
CCCc1nc2sc3c(=O)[nH]cnc3c2c2c1CCCC2 | 0.7 | -20 | -0.34 | 19 | -5 | -13 | -12 | 0.9 | -26
Cc1ccccc1-n1c(=O)cc(N2CCCCCC2)[nH]c1=O | -0.3 | 2 | 0.29 | x | -1 | 0 | -21 | 0.1 | -10

Structures above marked active in EBV gp42 inh:
compound	EBV gp42 inh	Cl transport mod	thrombin 1536	Tb hexokinase	Furin inh	TRPML3 agonist	Calpain2 inh
COc1ccc(/C=N/N=C2/CC(C)(C)Cc3n[nH]c(=O)cc32)cc1	70*	0.13	-3	-18	-18	2.0	-29

Next section:
SMILES | TRPN1 ag | EBV gp42 inh | Cl transport mod | PPC-1+TRAIL kill | thrombin 1536 | Tb hexokinase | Furin inh | TRPML3 agonist | Calpain2 inh
Cc1cccc(C(=O)NC2CCN(CC(=O)NCc3cccs3)CC2)c1 | -0.5 | -14 | 0.88 | 5 | 4 | -1 | -27 | -0.5 | -15
CCN1/C(=C2\C(=O)N(C)C(=S)N2C)C=Cc2cc(OC)ccc21 | 2.5 | -18 | -3.4 | -2 | 3 | 13 | -27 | 0.0 | -12
CCOc1cc(N2CCOCC2)c(OCC)cc1NC(=O)c1cc(-c2ccco2)nc2ccccc12 | 2.1 | 2 | -0.52 | 10 | -2 | -17 | -21 | 1.3 | -100
Cc1ccc(S(=O)(=O)N2CCCSCC2)cc1 | 0.5 | -3 | x | 16 | 0 | -5 | -18 | 0.7 | 9
Cc1cccc(Nc2nnc(SC/C(O)=C(\C#N)c3nc4ccccc4[nH]3)s2)c1 | 0.6 | 8 | -1.9 | 24 | 0 | -9 | -35 | 1.4 | -98

In the list so far, 8 contain a thiophene ring, fused or not.
SMILES | TRPN1 ag | EBV gp42 inh | Cl transport mod | PPC-1+TRAIL kill | thrombin 1536 | Tb hexokinase | Furin inh | TRPML3 agonist | Calpain2 inh
O=C(NCCc1cccs1)C1CC(c2ccccc2[N+](=O)[O-])=NO1 (stereo not drawn) | 0.1 | -7 | -0.68 | 1 | 1 | -1 | -25[20 µM] | -0.5 | 6
COc1ccccc1N(CC(=O)NCC(C)C)S(=O)(=O)c1cccs1 | -0.2 | -17 | -0.026 | 33 | -10 | 29 | -20 | 0.5 | 3
CCOC(=O)N1CCc2c(sc(N)c2C#N)C1 | -0.2 | -3 | 1.3 | 0 | -10 | 7 | -19 | 0.1 | 2
CCCn1cnc2scc(-c3ccc(C)cc3)c2c1=O | -2.1 | -8 | -0.84 | 11 | -7 | 4 | -18 | -0.2 | 8
Cc1ccsc1/C=N/NC(=O)CC(=O)NCC(C)C | 1.0 | 3 | -0.32 | 12 | 4 | -10 | -16 | 1.1 | -36
CCOc1ccc(/C=C2\N=C(c3cccs3)OC2=O)cc1OC | -0.5 | -142 | 1.3 | -1 | -3 | -9 | -19 | 0.9 | 6
CCCc1nc2sc3c(=O)[nH]cnc3c2c2c1CCCC2 | 0.7 | -20 | -0.34 | 19 | -5 | -13 | -12 | 0.9 | -26
Cc1cccc(C(=O)NC2CCN(CC(=O)NCc3cccs3)CC2)c1 | -0.5 | -14 | 0.88 | 5 | 4 | -1 | -27 | -0.5 | -15

Not a hit list; 3.6% or so of the library scored in one or more.
